PAFAH1B3 inh: inhibitors of human PAFAH1B3; AID 492972; 340,000 compounds, 0.28% hits; Q15102; recombinant PAFAH1B3, FP-rhodamine probe, fluorescence polarization; inhibition, % at 3.39 µM;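 active = inhibition above the screen-wide average of all tested compounds plus 3 SD, cut at about 25% in these data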;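 note: 0% = enzyme with DMSO only and 100% = wells lacking PAFAH1B3 protein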
PAFAH1B2 inh: inhibitors of human PAFAH1B2. P68402. recombinant PAFAH1B2, FP-rhodamine activity probe, fluorescence polarization. inhibition, % at 3.39 µM. 340,000 compounds, 1.2% hits;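 active = inhibition above the mean of all tested compounds plus 3 SD, cut at about 24% in these data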;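 note: 0% = enzyme with DMSO and 100% = wells lacking PAFAH1B2; many of its hits are not listed in these tables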
* = called active by the depositor. The list is partial (hit frequency here may not be typical).

SMILES	PAFAH1B3 inh	PAFAH1B2 inh
O=C1c2ccccc2C(=O)c2[nH]cnc21	5.0	1.9
C[C@H](CCC(=O)OCc1cn(CC(=O)c2ccc(O)cc2)nn1)C1CC[C@H]2[C@@H]3CC[C@@H]4C[C@H](O)CC[C@]4(C)[C@H]3C[C@H](O)[C@]12C (stereo not given in full)	-12.0	-7.5
CN(Cc1ccccc1)C(=O)c1cccc(NC(=O)Cc2cccc(NC(=O)C3CCN(C(=O)C4CC4)CC3)c2)c1	12.8	1.6
O=C1CC(c2ccccc2)C(c2ccccc2)=NN1 (stereo not given)	7.0	5.4
O=C1OC(c2ccccc2)Sc2ccccc21 (stereo not given)	2.0	4.8
CCCCN1CC(COCc2ccccc2)Oc2cccc(Oc3ccc(C)cc3)c2S1(=O)=O (stereo not given)	5.5	4.2
CCNS(=O)(=O)c1ccc(NC(=S)N2CCc3ccccc32)cc1	-1.7	8.9
Cc1ccc2[nH]c(=O)c3cc(C(=O)NCCC(C)C)sc3c2c1	0.0	16.6
OC(c1ccccc1)C(NCCNCc1ccccc1)c1ccccc1 (stereo not given)	0.5	3.2
CCOc1ccccc1NC(=O)c1cc(-c2ccncc2)nc2c(Cl)cccc12	-0.2	-0.1
COc1ccc(-c2ccc(/C=N/NC(=O)c3cccnc3)o2)c([N+](=O)[O-])c1	3.2	4.4
CC1CCCCC1NC(=O)CSc1nnnn1C (stereo not given)	4.6	3.2
COC(=O)C1=CN(c2ccc(F)cc2)C=C(C(=O)OC)C1c1ccc([N+](=O)[O-])cc1	4.1	4.6
CC(=O)C1CCC2C3CCC4CC(=O)CCC4(C)C3C(C)(O)CC12C (stereo not given)	10.7	0.8
CN(C)c1nc(N2CCOCC2)nc(N(c2ccccc2)c2ccccc2)n1	-1.4	-1.2
O=C(COc1ccc(Cl)cc1)NNC(=O)c1ccccc1C(=O)O	1.1	7.9
CC(C)C(=O)N1CCN(c2ccccc2NC(=O)c2ccc3c(c2)OCCO3)CC1	13.3	4.0
Cc1cc(C)cc(NC(=O)CCN2C(=O)c3ccccc3C2=O)c1	-3.0	-4.4
CC(C)[C@H](NS(=O)(=O)c1ccccc1)C(=O)OCc1cc([N+](=O)[O-])cc2c1OCOC2	8.8	3.7
O=S(=O)(Cc1ccccc1)NCCc1cccc(Cl)c1	9.1	8.4
CNc1ncnc2c1ncn2-c1ccccc1	6.7	3.4
O=S(=O)(O)c1ccc(NN=Cc2ccccc2O)cc1	7.9	7.5
COc1ccc(CNCc2cccc3ccccc23)cc1	3.4	3.6
COc1cc(C2c3cc4c(cc3OC(NCc3ccccc3)C2C)OCO4)cc(OC)c1OC (stereo not given)	7.5	0.1
O=C(CN1CCCCC1)Nc1ccc(S(=O)(=O)c2ccc(NC(=O)CN3CCCCC3)cc2)cc1	3.9	3.5
(next part)
SMILES	PAFAH1B3 inh	PAFAH1B2 inh
O=C(NCC1COCCO1)c1ccc(OC2CCN(CCc3ccccc3)CC2)cc1 (stereo not given)	12.1	2.0
O=C(c1cccc(S(=O)(=O)NCc2ccccc2)c1)N1CCN(c2ccccc2Cl)CC1	7.0	8.0
C=CCc1cc(C=Nc2ccc(N3CCOCC3)cc2)cc(OCC)c1O	8.8	6.3
O=S(=O)(O)C(c1ccccc1)C1(O)CCCCC1 (stereo not given)	8.3	5.0
CC(=O)NCc1ccc(S(=O)(=O)N2CCN(S(=O)(=O)c3ccc4ccccc4c3)CC2)cc1	-2.1	2.5
COc1cc2c(c(OC)c1OC)-c1ccc(OC)c(=O)cc1C(N)CC2 (stereo not given)	7.1	-1.8
CCOc1ccc(C(=O)C(CCC(CN(C)C)C(=O)c2ccc(OCC)cc2)CN(C)C)cc1 (stereo not given)	-7.7	-0.9
O=S(=O)(NCc1ccc2c(c1)OCO2)c1cccc(F)c1	3.8	8.2
COc1cc(S(=O)(=O)N2CCN(C(=O)c3ccccc3F)CC2)c(OC)cc1NC(C)=O	7.6	3.8
CCOc1ncccc1C(=O)N1CCN(c2cccc(C)c2C)CC1	-8.9	-2.4
CCC1(C)COC(c2ccc(OC)c(OC)c2)OC1 (stereo not given)	1.6	3.9
Cc1ccc(-c2noc(CC(=O)c3ccc([N+](=O)[O-])cc3)n2)cc1	8.6	3.7
CC(=O)Nc1ccc(S(=O)(=O)NC(C)C(=O)NCC(c2ccco2)N(C)C)cc1 (stereo not given)	6.2	1.8
CCn1c(=O)c2c(nc3n2CCCN3CCc2ccc(OC)c(OC)c2)n(C)c1=O	4.9	3.8
CCNC(=O)c1cccc(NC(=O)CN2C(=O)NC3(CCCCC3)C2=O)c1	1.1	-1.1
COc1ccc(-c2c(C)oc3c(CN4CCCC(C)C4)c(O)ccc3c2=O)cc1OC (stereo not given)	0.4	-2.0
COc1ccccc1N1CCN(C(=O)CC(NC(=O)c2ccccc2Cl)c2ccccc2)CC1 (stereo not given)	-0.8	2.3
Cc1cc(C)cc(OCC(=O)N(C)CC(=O)Nc2ccc(N3CCOCC3)cc2)c1	11.6	0.2
O=C(Cc1cccc(NC(=O)C2CCN(S(=O)(=O)c3cccc([N+](=O)[O-])c3)CC2)c1)Nc1cccc(C(=O)N2CCOCC2)c1	-1.9	1.3
COc1cccc(NC(=O)CN(C)C(=O)/C=C/c2cn(-c3ccccc3)nc2-c2cccs2)c1	-53.0	-22.3
CCN(CC)c1ccc(-c2nn3c(-c4cccnc4)nnc3s2)cc1	5.1	3.4
CC(=O)c1ccc(NC(=O)c2ccc(-n3cnnn3)cc2)cc1	-5.5	3.2
Cn1cc(CNC(=O)C2CCC(=O)N(Cc3cccc(C(F)(F)F)c3)C2)cn1 (stereo not given)	3.1	0.1
Cc1ccc2c(C)c(C(=O)Nc3cccnc3)oc2c1C	1.5	3.1
CN(C)CCN=c1cc(-c2ccccc2)oc2ccc(Cl)cc12	5.1	1.7

A different layout for some results above:
| Compound | PAFAH1B3 inh | PAFAH1B2 inh |
| --- | --- | --- |
| O=C1CC(c2ccccc2)C(c2ccccc2)=NN1 (stereo not given) | 7.0 | 5.4 |
| O=C1OC(c2ccccc2)Sc2ccccc21 (stereo not given) | 2.0 | 4.8 |
| CCCCN1CC(COCc2ccccc2)Oc2cccc(Oc3ccc(C)cc3)c2S1(=O)=O (stereo not given) | 5.5 | 4.2 |

Reformatted: entries from further up.
SMILES | PAFAH1B3 inh | PAFAH1B2 inh
CCn1c(=O)c2c(nc3n2CCCN3CCc2ccc(OC)c(OC)c2)n(C)c1=O | 4.9 | 3.8
CCNC(=O)c1cccc(NC(=O)CN2C(=O)NC3(CCCCC3)C2=O)c1 | 1.1 | -1.1
COc1ccc(-c2c(C)oc3c(CN4CCCC(C)C4)c(O)ccc3c2=O)cc1OC (stereo not given) | 0.4 | -2.0
COc1ccccc1N1CCN(C(=O)CC(NC(=O)c2ccccc2Cl)c2ccccc2)CC1 (stereo not given) | -0.8 | 2.3
Cc1cc(C)cc(OCC(=O)N(C)CC(=O)Nc2ccc(N3CCOCC3)cc2)c1 | 11.6 | 0.2

The list goes on.
SMILES	PAFAH1B3 inh	PAFAH1B2 inh
C[n+]1cccc2cccc([O-])c21	11.9	10.2
O=C(O)C(Cc1ccnc2ccccc12)=NO	4.7	-2.4
CC(=O)Oc1ccc(C(=O)Nc2cccc(C(=O)Nc3ccccc3C(=O)O)c2)cc1	3.9	1.7
CCOc1ccc(N(C)Cc2cc(=O)oc3ccc(OCC)cc23)cc1	6.4	0.7
Cc1ccc(C(CNS(=O)(=O)c2cc(F)ccc2F)N2CCN(C)CC2)cc1 (stereo not given)	9.5	1.8
CSc1nc(N)c2cn[nH]c2n1	4.6	-1.9
COc1ccc(OC)c(C(=O)COC(=O)COc2ccccc2F)c1	4.2	-0.9
CN(C(=O)c1ccc(NC(=O)Cc2ccc(NC(=O)C3CCN(C(=O)c4ccccc4)CC3)cc2)cc1)C1CCCC1	6.1	4.6
CCOc1ccccc1CN1CCN(Cc2ccc3cccc(OC)c3n2)CC1CCO (stereo not given)	2.9	2.1
Cc1ccc(NC(=O)C(c2ccc(Cl)cc2)N2CCCCC2)cc1 (stereo not given)	-0.2	2.2
CC(C)C[C@@H](CNCC(=O)[C@H](C)NC(=O)c1[nH]cnc1C(=O)N[C@@H](C)CN)NC(=O)c1nc[nH]c1C(=O)N[C@@H](CO)C(=O)O	14.2	9.1
CC(=O)OCC(=O)[C@@]1(O)CCC2C3CCC4=CC(=O)CCC4(C)C3C(=O)CC21C (stereo not given in full)	-1.9	4.1
COc1ccc(OC)c(NC(=O)Nc2cccnc2)c1	3.9	-0.5
O=C(CN(Cc1ccco1)C(=O)CNS(=O)(=O)c1ccccc1)NC1CCCCC1	1.5	3.0
Cc1nnc(SCCn2c(N3CC(C)CC(C)C3)nc3c2c(=O)n(C)c(=O)n3C)s1 (stereo not given)	8.0	7.2
CCOc1ccccc1C1CC(=O)Nc2cc(OC)c(OC)cc21 (stereo not given)	9.4	2.8
CCC1=NN2C(=N)/C(=C\c3ccc(OCc4cc(=O)n5nc(CC)sc5n4)c(OC)c3)C(=O)N=C2S1	-6.9	-1.5
O=c1ncn(C2CCCCC2)c(=O)[nH]1	3.0	-0.6
COc1cccc(NC(=O)NNS(=O)(=O)c2ccc(OC)cc2OC)c1	5.6	4.9
CC1CN(C(=O)c2ccc(CNS(=O)(=O)c3cccc(Cl)c3)cc2)CC(C)O1 (stereo not given)	9.6	9.1
O=C(c1ccccc1)c1ccc(OCC(O)CNCc2ccc(F)cc2)cc1 (stereo not given)	5.1	0.6
NC(=O)C1CCN(C(=O)c2cc(S(=O)(=O)N3CCN(c4ccccc4)CC3)ccc2Cl)CC1	3.3	3.8
CC(C)(C)c1ccc(Cn2nnc3c(=O)[nH]c(C4CCN(C(=O)c5ccco5)CC4)nc32)cc1	-1.1	6.2
CC1CCCC(NC(=O)CN2C(=O)NC(C)(c3ccccc3)C2=O)C1C (stereo not given)	-2.6	6.6
O=[N+]([O-])c1ccccc1N=NNc1ccccc1	0.1	2.2
The list goes on.
SMILES	PAFAH1B3 inh	PAFAH1B2 inh
CC1(C)CCC(=O)N2CC[C@H]3c4cc5ccccc5nc4C[C@@H]1[C@H]32	6.1	3.7
CC1(C)CC2CC(C)(CN2Cc2cccc([N+](=O)[O-])c2)C1 (stereo not given)	12.4	-2.8
COc1ccccc1C1OCC(C)([N+](=O)[O-])CO1 (stereo not given)	1.0	5.9
CC(C(=O)N1CCc2ccccc21)N1CCN(S(=O)(=O)c2ccc3c(c2)OCCCO3)CC1 (stereo not given)	5.8	-3.5
Cc1ccc(S(=O)(=O)Oc2cccc([N+](=O)[O-])c2)cc1	-1.7	24.9*
Cc1ccc(S(=O)(=O)Nc2ccccc2N=Cc2c(F)c(F)c(F)c(F)c2F)cc1	3.5	0.2
CC(=O)Nc1ccc2c(c1)Cc1c(F)cccc1-2	4.5	2.5
CCOCc1cc(=O)[nH]c(SC)n1	-1.1	0.4
C=CCOc1ccc(/C=C2\SC(=S)N(C(C(=O)O)c3ccccc3)C2=O)cc1 (stereo not given)	-8.7	3.8
Fc1cccc(NC(=S)NNc2c3ccccc3nc3ccccc23)c1	11.6	-3.1
COc1cc(OC)cc(-c2nc(-c3cc4cc(C)ccc4nc3OC)no2)c1	3.6	-2.0
CN(C)Cc1cc(C(F)(F)F)ccc1C(O)(c1ccccc1)c1ccccc1	-0.7	3.5
O=S(c1ccccc1)c1ccccc1	-4.0	-0.4
CCOc1ccc(CN2CCN(c3ncnc4scc(-c5ccccc5)c34)CC2)cc1	-2.5	1.9
Cc1ccc2cc(CN(CCN3CCOCC3)C(=O)NCc3ccccc3)c(=O)[nH]c2c1C	1.3	3.6
CCN(CC)CCSc1nc2c([nH]1)c(=S)n(C)c(=O)n2C	6.0	-3.1
CC1CN(C(=S)Nc2ccccc2)C(C)CN1C=O (stereo not given)	3.6	-1.8
CCc1c(C)c2cc(Cl)c(O)c(CN3CCCC3)c2oc1=O	5.9	2.8
CC12CCC(=O)C=C1C(F)CC1C2C(O)CC2(C)C1CCC2(O)C(=O)CO (stereo not given)	6.1	-1.4
CC(C)CC1NC(=O)N(CC(=O)Nc2ccc(OCc3ccccc3)cc2)C1=O (stereo not given)	5.0	4.9
C[C@@H]1ON(C)[C@H]2C[C@H]3c4cc(N5CCN(C)CC5)ccc4CCN3C(=O)[C@@H]12	6.5	4.0
CC(C)NC(=O)c1ccc(CN2CCc3ccccc3C2)cc1	2.0	2.3
Cc1ccc(NC2CCCN(C(=O)CCc3ccncc3)C2)cc1C (stereo not given)	-1.2	7.7
CCOc1ccc(NC(=O)c2cccc(NC(C)=O)c2)cc1S(=O)(=O)N1CCCC1	1.3	3.5
COc1ccc(CN2CCN(C(=O)c3ccc(S(=O)(=O)N4CCCCCC4)cc3)CC2)cc1F	-0.7	7.2
COC(=O)C1CC2=C(CC(C)(C)CC2=O)N(c2ccccc2)C1=O (stereo not given)	5.4	-4.8
Cc1nc(N)nc(N(C)c2ccccc2)c1Br	4.7	4.6
COc1ccc(C)cc1N=Nc1ccc(O)c2ncccc12	3.4	2.8
CCCOc1ccc(C(=O)CCC(=O)OCC(=O)N(CC)c2c(N)n(Cc3ccccc3)c(=O)[nH]c2=O)cc1	1.6	0.6

Profiles as entered above:
Cc1nc(N)nc(N(C)c2ccccc2)c1Br as listed: PAFAH1B3 inh: 4.7; PAFAH1B2 inh: 4.6
CCc1c(C)c2cc(Cl)c(O)c(CN3CCCC3)c2oc1=O as listed: PAFAH1B3 inh: 5.9; PAFAH1B2 inh: 2.8

Bioassay records from PubChem BioAssay.
